High-throughput results: PubChem BioAssay, Icahn School of Medicine at Mount Sinai
ROC1-CUL1 inh: inhibitors of human ROC1-CUL1 ubiquitin ligase activity; E3 ubiquitin-protein ligase RBX1 (Homo sapiens) + Cullin-1 (Homo sapiens), P62877+Q13616; in vitro K48 di-Ub FRET, acceptor:donor ratio, 45 min; inhibition, % at 10 µM; 140,000 compounds, 0.6% hits; AID 1347404, 2020; in the data active means inhibition above about 25%
Target sequence (P62877 whole entry, looked up): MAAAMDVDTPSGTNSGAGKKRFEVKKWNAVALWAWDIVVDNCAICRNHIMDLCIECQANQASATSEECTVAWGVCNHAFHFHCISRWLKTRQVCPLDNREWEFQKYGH
Target sequence (Q13616 whole entry, looked up): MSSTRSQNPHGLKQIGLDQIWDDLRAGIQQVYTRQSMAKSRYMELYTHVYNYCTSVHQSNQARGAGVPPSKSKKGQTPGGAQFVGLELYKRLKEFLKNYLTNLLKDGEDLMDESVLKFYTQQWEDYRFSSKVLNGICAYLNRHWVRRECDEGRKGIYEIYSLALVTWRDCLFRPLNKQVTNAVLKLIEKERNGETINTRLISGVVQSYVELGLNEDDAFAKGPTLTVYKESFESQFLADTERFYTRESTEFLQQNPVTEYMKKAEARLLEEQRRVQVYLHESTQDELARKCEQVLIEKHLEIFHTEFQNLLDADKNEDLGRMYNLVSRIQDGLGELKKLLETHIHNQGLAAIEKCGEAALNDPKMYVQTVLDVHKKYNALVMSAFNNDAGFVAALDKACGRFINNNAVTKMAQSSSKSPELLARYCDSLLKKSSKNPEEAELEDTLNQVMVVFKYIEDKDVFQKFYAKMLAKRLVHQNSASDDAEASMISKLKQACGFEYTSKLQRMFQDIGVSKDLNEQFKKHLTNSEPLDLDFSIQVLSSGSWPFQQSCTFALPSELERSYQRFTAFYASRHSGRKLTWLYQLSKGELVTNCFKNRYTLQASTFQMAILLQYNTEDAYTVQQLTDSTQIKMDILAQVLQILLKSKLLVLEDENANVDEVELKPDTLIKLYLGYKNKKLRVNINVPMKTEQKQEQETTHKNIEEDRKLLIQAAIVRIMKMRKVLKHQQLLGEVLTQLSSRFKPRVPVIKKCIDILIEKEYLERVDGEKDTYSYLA
* marks the source's active call; other numbers are inactive results.

A first look, 18 compounds:
SMILES	ROC1-CUL1 inh
O=C1C(=O)c2ccccc2/C1=C\c1cccs1	6
CCOC(=O)C1=C(C)N=c2s/c(=C\c3cc4c(cc3Br)OCO4)c(=O)n2C1c1ccccc1Cl (stereo not given)	-11
COC(C(=O)Nc1ccc(S(=O)(=O)Nc2ccc(Cl)c(C(F)(F)F)c2)cc1)c1ccccc1 (stereo not given)	2
N#Cc1ccc(C2=Nc3cccc4cccc(c34)N2)cc1	-5
CN1CCN(C(=S)NCc2ccccc2)CC1	1
O=C(c1ccc(C(F)(F)F)cc1)N1CCN(c2ccccc2)CC1	-7
COc1cccc(N2CCN(S(=O)(=O)c3ccc(-n4cnnn4)cc3)CC2)c1	4
CCOc1cc(-c2nc3c(c(CC)nn3-c3ccccc3)c3cc(OC)c(OC)cc23)ccc1O	3
COc1cccc(CCC2CCCN(C(=O)C3CCOCC3)C2)c1 (stereo not given)	-1
COc1cc(C)ccc1S(=O)(=O)Oc1cccc(Cl)c1Cl	-9
Cc1cccc(COc2ncnc3nc[nH]c23)c1	10
CCN(CC)c1ccc(SS(=O)(=O)O)cc1	9
O=[N+]([O-])c1cc(C2N(Cc3ccccc3)CCN2Cc2ccccc2)ccc1Cl	3
COc1ccc(-c2cc(-c3ccc4c(c3)NC(=O)CO4)nc3c2COc2ccc(C)cc2-3)cc1	1
CC(C)n1c(C2CC(=O)N(c3cccc4ccccc34)C2)nc2ccccc21 (stereo not given)	2
Cc1ccc2c(c1)C(Cc1ccccc1F)C(=O)N2 (stereo not given)	-3
COc1ccc(/C=C2\N=C(c3ccccc3F)OC2=O)c(OC)c1OC	-8
CSCC(=O)N1CCCC(N2CCN(c3ccccc3)CC2)C1 (stereo not given)	3

The whole of this part, repeating the preview:
SMILES	ROC1-CUL1 inh
O=C1C(=O)c2ccccc2/C1=C\c1cccs1	6
CCOC(=O)C1=C(C)N=c2s/c(=C\c3cc4c(cc3Br)OCO4)c(=O)n2C1c1ccccc1Cl (stereo not given)	-11
COC(C(=O)Nc1ccc(S(=O)(=O)Nc2ccc(Cl)c(C(F)(F)F)c2)cc1)c1ccccc1 (stereo not given)	2
N#Cc1ccc(C2=Nc3cccc4cccc(c34)N2)cc1	-5
CN1CCN(C(=S)NCc2ccccc2)CC1	1
O=C(c1ccc(C(F)(F)F)cc1)N1CCN(c2ccccc2)CC1	-7
COc1cccc(N2CCN(S(=O)(=O)c3ccc(-n4cnnn4)cc3)CC2)c1	4
CCOc1cc(-c2nc3c(c(CC)nn3-c3ccccc3)c3cc(OC)c(OC)cc23)ccc1O	3
COc1cccc(CCC2CCCN(C(=O)C3CCOCC3)C2)c1 (stereo not given)	-1
COc1cc(C)ccc1S(=O)(=O)Oc1cccc(Cl)c1Cl	-9
Cc1cccc(COc2ncnc3nc[nH]c23)c1	10
CCN(CC)c1ccc(SS(=O)(=O)O)cc1	9
O=[N+]([O-])c1cc(C2N(Cc3ccccc3)CCN2Cc2ccccc2)ccc1Cl	3
COc1ccc(-c2cc(-c3ccc4c(c3)NC(=O)CO4)nc3c2COc2ccc(C)cc2-3)cc1	1
CC(C)n1c(C2CC(=O)N(c3cccc4ccccc34)C2)nc2ccccc21 (stereo not given)	2
Cc1ccc2c(c1)C(Cc1ccccc1F)C(=O)N2 (stereo not given)	-3
COc1ccc(/C=C2\N=C(c3ccccc3F)OC2=O)c(OC)c1OC	-8
CSCC(=O)N1CCCC(N2CCN(c3ccccc3)CC2)C1 (stereo not given)	3
COc1cc(OCC(=O)NCCc2ccccc2)cc(OC)c1OC	3
COc1ccc(-c2cc(C(C)=O)c(C)n2CCC(=O)Nc2cccc(C)c2C)cc1	6
N#C/C(=C\c1ccco1)c1nc(-c2ccc(Cl)cc2Cl)cs1	-5
O=C(Nc1ccc(Cl)c(Cl)c1)Nc1nnc(C2CCCO2)s1 (stereo not given)	-11
Cc1cc(C)nc(SC(C)C(=O)O)n1 (stereo not given)	-1
CC(=O)[C@@]12OC(C)(C)O[C@@H]1CC1C3CC=C4C[C@@H](O)CC[C@]4(C)C3CC[C@@]12C (stereo not given in full)	12
Cc1ccc(S(=O)(=O)N(CC(=O)N/N=C/c2cccc(C)c2)c2cccc3cccnc23)cc1	-1
Carrying on:
SMILES	ROC1-CUL1 inh
CC(C1C(=N)N(C)C(=O)N(C)C1=O)C1C(=N)N(C)C(=O)N(C)C1=O (stereo not given)	7
CC(C)(C)C1CCc2c(sc(NC(=O)c3cc(-c4ccc(F)cc4)on3)c2C#N)C1 (stereo not given)	6
Cc1nc2nc(SCC(=O)N(C)Cc3ccccc3)nn2c(C)c1Cc1ccccc1Cl	-6
COc1c(Cl)cc(Cl)cc1CNc1ccc(NC(=O)CC(C)C)cc1	-2
Cc1ccc(Nc2ccc3cc(S(=O)(=O)N4CCCCC4)ccc3n2)cc1F	-1
CCOCCCNCc1cc(Cl)ccc1OCc1ccccc1F	-1
CCOC(=O)c1c(-c2ccc(Cl)cc2Cl)csc1NC(=O)C(F)(F)F	-1
O=C(Nc1ccc(F)cc1)[C@H](CSCc1ccccc1)N1Cc2ccccc2C1=O	3
CCN(CC)C(=O)C1CCN(Cc2nc(-c3ccc(C(F)(F)F)cc3)oc2C)CC1	2
COc1ccccc1CNC(=S)NC(=O)C12CC3CC(CC(C3)C1)C2	5
CCc1cccc2c1N=CC2=Cc1sc(=Nc2ccc(OC)cc2)n(C)c1O	-7
O=C(/C=C\c1ccc(Cl)cc1Cl)N1CCN(Cc2ccc3c(c2)OCO3)CC1	-6
Nc1c(C(=O)c2ccccc2)oc2ccc(Br)cc12	2
Cc1cc(C)cc(-n2nnc(-c3nnc(-c4ccccc4)o3)c2C)c1	3
CSc1ncc(CN2CCCC(CNS(=O)(=O)Cc3ccccc3)C2)cn1 (stereo not given)	10
Nc1ccc(-n2nc3ccccc3n2)cc1	-1
COc1ccc(-n2nc3c(N4CCCC(C(=O)NCCc5ccc(C)cc5)C4)nnc(C)c3c2C)cc1 (stereo not given)	3
Cc1cccc(OC(=O)c2cc(-c3ccc(C)c(C)c3)on2)c1	4
Cc1c(C(=O)N2CCC(c3nc4ccccc4s3)CC2)oc2ccc(Cl)cc12	3
COc1ccc(CCNC(=O)c2ccc(Cn3c(=O)c4ccccc4n(Cc4cc(C)ccc4C)c3=O)cc2)cc1OC	-2
COc1ccc(C2CC(=O)C3C=C(c4nc(-c5ccc(Cl)cc5)cs4)C(=O)N=C3C2)cc1OC (stereo not given)	-4
Cc1ccccc1NC(=O)CCCc1ccccc1	9
CCCCCCCCN1C(=O)C(C=Nc2ccc(C)cc2O)C(=O)N(CCCC)C1=O (stereo not given)	-10
O=C(N/N=C/c1ccncc1)c1cc2c(ccc3ccccc32)o1	-7
CCOc1ccc(S(=O)(=O)N(C)C)cc1C	-2
(listing goes on)
SMILES	ROC1-CUL1 inh
O=C(O)c1ccccc1SCc1ccc(Cl)cc1	2
COc1cc(CNc2ccccc2Oc2cc(=O)n(C)c(=O)n2C)cc(Br)c1O	-4
CCCCOc1ccc2n(n1)c(=O)c(Cc1ccccc1)c([O-])[n+]2-c1ccccc1	6
O=C(O)c1cccc(-c2ccc(/C=C3\SC(=O)N(CC(=O)N4CCN(c5ccccc5)CC4)C3=O)o2)c1	18
COC(=O)C1C(C)=NC(=O)CC1c1ccc(Cl)cc1 (stereo not given)	4
COc1cc(/C=C2\C(=O)N(c3cccc(C(F)(F)F)c3)N=C2C)cc(Br)c1OCC(N)=O	-1
S=c1[nH]nc(CNc2ccccc2Cl)n1-c1ccccc1	6
CCN1C(=O)C(Cc2nc3ccccc3c(=O)n2C)c2cc(C)ccc21 (stereo not given)	5
Clc1nc(N2CCc3ccccc3C2)nc(N2CCc3ccccc3C2)n1	-6
CCc1ccccc1NS(=O)(=O)c1ccc(NC(=O)N2CCCC2)cc1	-4
Cc1cc(C)n2nc(SCC(=O)N/N=C/c3ccc(F)cc3)nc2n1	5
Fc1ccccc1CNCc1ccco1	7
CCc1nnc2c(NCc3ccc(F)cc3)nc3ccccc3n12	-1
CC1(C)C(=O)C2(C(=O)NCc3ccccc3)CCC1C2 (stereo not given)	-7
CCOC(=O)c1cc2n(n1)C(C(F)(F)C(F)(F)F)CC(C)N2 (stereo not given)	-3
CCCN(CCC)C(=O)Cn1c(=O)n(-c2ccc(OC)cc2OC)c(=O)c2c3c(sc21)CCC3	2
CCOC(=O)c1ccc(NC(=O)CCS(=O)(=O)c2ccc(C)cc2)cc1	-8
CC(=O)Nc1ccc([N+](=O)[O-])cc1N1CCOCC1	1
Cc1ccc(N(C)S(=O)(=O)c2ccc3[nH]c4c(c3c2)CCCC4)cc1	-1
O=c1scc(-c2ccccc2)s1	3
CC1(C)Cc2nc(C(C)(C)C)ncc2C(NCc2cccnc2)C1 (stereo not given)	-10
COC(=O)c1ccc2c(c1)N(Cc1cc(C)ccc1C)C(=O)c1ccccc1S2	-5
COC(=O)c1ccccc1NC(=O)CCCN1C(=O)C(c2ccccc2)Oc2cccnc21 (stereo not given)	0
CCCCCC(=O)Oc1ccccc1C(=O)OC	7
CC1=CC(C)(C)Nc2ccc(OC(=O)c3cccs3)cc21	-4
Additional entries
SMILES	ROC1-CUL1 inh
CC(C)COc1ccc(C(=O)NCC2(N3CCN(C)CC3)CCCCC2)cc1	6
CC(C)CCNC(=O)C1C=Nc2ccc(S(=O)(=O)Nc3cccc(C(F)(F)F)c3)cc2C1=O (stereo not given)	2
COc1cc(CN(C(=O)c2ccc(C)cc2)c2ccccn2)cc(OC)c1OC	3
CC(=O)N1CCc2cc(Br)cc(S(=O)(=O)NCCc3ccc(Cl)cc3)c21	-3
CCC(C)(C)C(=O)Nc1ccccc1F	-16
CCOc1cc(CC2=NC(=S)N(c3ccc(OC)cc3)C2=O)ccc1OCC(=O)O	0
COc1ccc(CCNC(=O)c2cc3c(-c4ccc(OC)c(OC)c4)nn(C)c3s2)cc1OC	-7
Cc1ccccc1NC(=O)c1c(C)nc(SCC(=O)c2ccc(Cl)cc2)c(C#N)c1-c1cccnc1	3
CCOCCCNC(=O)Nc1cc(C(=O)NCc2ccc(C(C)C)cc2)ccc1N1CCCC1	4
CCN1c2ccccc2-c2nc(SCC(=O)NCc3ccc(C)cc3)ncc2S1(=O)=O	-7
CCOc1cccc(C=C2C(=O)NC(=O)NC2=O)c1OC	4
CC(Sc1ccccc1)C(=O)Nc1ccc(C23CC4CC(CC(C4)C2)C3)cc1 (stereo not given)	9
CCOC(=O)C1C(=O)/C(=C/c2ccc(Sc3ccccc3)o2)SC1=NC(=O)c1ccc(C)cc1 (stereo not given)	4
O=C1CCCCCN1CP(=O)(O)CN1CCCCC1	0
CCOC(=O)COc1ccccc1/C=c1\sc2n(c1=O)C(c1ccc(F)cc1)C(C(=O)OCC)=C(c1ccccc1)N=2 (stereo not given)	-8
O=C(c1cc(Cl)ccc1Cl)N1CCN(c2cccc(Cl)c2)CC1	-10
COC(=O)c1ccccc1NC(=O)NC1CCCCC1	2
COc1ccc(-c2csc3nc(SCC(=O)NCCc4ccccc4)n(-c4ccccc4)c(=O)c23)cc1	-2
CC1=NN(C(=O)Cc2ccccc2)C(O)(C(F)(F)F)C1 (stereo not given)	6
COc1ccccc1NC(=O)CSc1oc(-c2cccs2)nc1S(=O)(=O)c1ccc(Br)cc1	-9
CCN1CCN(c2nc(C)c(Cc3cccc(C)c3)c(=O)[nH]2)CC1	-3
COc1ccc(N2CCN(S(=O)(=O)c3ccc4c(c3)CC(C)N4C(C)=O)CC2)cc1 (stereo not given)	7
COc1ccccc1N1C(=O)c2ccc(C(=O)NCc3ccc4c(c3)OCO4)cc2C1=O	-7
COC(=O)C1=C2C(=O)NCCN2C2=C(C(=O)CCC2)C1c1ccccc1OC (stereo not given)	7
COc1ccc(CC(=O)NCC2CCCO2)cc1 (stereo not given)	-5
Continuation:
SMILES	ROC1-CUL1 inh
CN1CCN(c2ccc(NC(=O)c3ccc(Cl)cc3Cl)cc2)CC1	-3
COc1cccc(N2C(=O)CC(Sc3nnc(SCc4ccc(Cl)cc4)s3)C2=O)c1 (stereo not given)	5
COc1cccc(CC(C2CCN(C(=O)Cc3csc(C)n3)CC2)N(C)C(=O)CC(C)C)c1 (stereo not given)	2
Cc1cc(OC(C)C(=O)N2CCN(S(C)(=O)=O)CC2)ccc1Cl (stereo not given)	-4
O=C(NCC(c1ccc2c(c1)OCO2)N1CCN(c2ccccc2)CC1)C(=O)Nc1ccccc1F (stereo not given)	-2
Cc1cc(-c2nc3ncccc3o2)ccc1NC(=O)c1ccccc1C	-15
CCc1cccc(Nc2ncnc3onc(-c4ccc(F)cc4)c23)c1	7
COc1cc(NC(=O)c2ccc(NC(=O)N3CCSc4ncccc43)cc2)cc(OC)c1	2
COc1ccc(S(=O)(=O)n2nc(C)c(S(=O)(=O)N3CCCCCC3)c2C)cc1	2
Cc1cccc(NC(=O)CSc2nc3c(oc4ccccc43)c(=O)n2C(C)C)c1	3
CN(Cc1cccc(C(F)(F)F)c1)Cc1nc(-c2cnccn2)no1	8
CC1(C)CC(=O)C2=C(C1)OC(=N)C(C#N)C2c1ccc(F)cc1 (stereo not given)	13
CCN1CCCC1CNC(=O)CCC1CCN(C(=O)Cn2cccn2)CC1 (stereo not given)	3
COc1ccc(OC)c(/C=C(\C#N)c2nc(-c3ccc(C4CCCCC4)cc3)cs2)c1	9
C=CCn1c(=O)c2c(nc3n2CC(C)=NN3)n(C)c1=O	-6
Cn1c(=O)n(-c2ccc(F)c(Cl)c2)c(=O)c2sc3ccccc3c21	6
Cc1ccc(NC(=O)c2sc3nc4n(c(=O)c3c2C)CCCCC4)c(Br)c1	7
CCN(c1ccc(OC)cc1)S(=O)(=O)c1ccc2[nH]c(=O)ccc2c1	-1
Cn1c(Br)nc2c(N)ncnc21	2
COc1ccc(S(=O)(=O)N2CCN(C(=O)c3cc(-c4ccc(Br)cc4)n[nH]3)CC2)cc1OC	-8
COc1ccc(CNc2ccc(NC(C)=O)cc2)c(OC)c1	1
Cc1cccc(-n2ncc(C(=O)N3CCC(C)CC3)c2C2CCN(C(=O)OC(C)(C)C)CC2)c1	0
CCOc1cccc(NC(=O)C2CC2)c1	9
COc1ccc(C2c3c(oc4ccc(C)cc4c3=O)C(=O)N2CCCN2CCOCC2)cc1OC (stereo not given)	-6
CSCCC1NC2(C(=O)N(Cc3cccc4ccccc34)c3ccccc32)C2C(=O)N(Cc3ccccc3)C(=O)C12 (stereo not given)	-9

A portion of the library. The share of hits here may be higher or lower than overall.
